Source: PubChem (National Center for Advancing Translational Sciences (NCATS))
AMA1-RON2 inh = inhibitors of Plasmodium falciparum AMA1-RON2 interaction | 0.2% of 360,000 active | AlphaScreen AMA1-biotinylated RON2 peptide binding | Potency, µM (series often up to 58.2 µM), for inactives: at the highest dose activity change, negative = inhibition, actives largely listed as inhibitors;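 note: potency is the fitted concentration of half-maximal effect; 0% = vehicle wells and -100% = peptide control; nearly all actives have a fitted effect of over 45% in size; some results filed as inactive show a strong effect at the top dose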
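AMA1 (3D7) with his tag at 25 nM final met compounds first, then biotinylated RON2 peptide at 25 nM; detection used donor plus acceptor beads, 10 µg/mL apiece, read by AlphaScreen after 30 min at room temperature.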
AmpC detergent = inhibitors of E. coli AmpC beta-lactamase with detergent; P00811; AmpC hydrolysis of nitrocefin, absorbance 480 nm, 0.01% Triton; Potency, µM (doses to about 114 µM), for the others: top-dose activity change, negative = inhibition, actives largely listed as inhibitors; 0.041% of 370,000 active; AID 485294;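 note: potency is the fitted concentration of half-maximal effect; 0% = no-compound wells and -100% = no-enzyme wells; nearly all actives have a fitted effect of over 25% in size; some results filed as inactive show a strong effect at the top dose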
Target sequence (P00811 whole entry, looked up): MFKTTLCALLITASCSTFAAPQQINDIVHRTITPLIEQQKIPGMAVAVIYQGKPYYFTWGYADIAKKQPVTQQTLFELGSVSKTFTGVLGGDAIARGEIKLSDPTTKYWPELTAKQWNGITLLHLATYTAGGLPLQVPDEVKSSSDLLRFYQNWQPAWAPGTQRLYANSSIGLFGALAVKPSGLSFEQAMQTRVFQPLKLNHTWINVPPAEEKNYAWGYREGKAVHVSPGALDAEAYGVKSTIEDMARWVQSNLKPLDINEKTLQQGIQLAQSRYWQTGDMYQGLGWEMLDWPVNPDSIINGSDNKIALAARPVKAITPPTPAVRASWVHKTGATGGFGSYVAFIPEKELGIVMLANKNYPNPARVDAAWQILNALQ
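AmpC (5.3 nM in the dispensed reagent) in 20 mM phosphate pH 7.0 with 0.01% (detergent screen) or 0.0001% Triton X-100 was preincubated with compounds for 15 min at room temperature. Nitrocefin was then added from an 800 uM solution, and hydrolysis was followed at 480 nm.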
AmpC no deterg = blocks E. coli AmpC beta-lactamase in detergent-free assay. AmpC nitrocefin hydrolysis, absorbance 480 nm, 0.0001% Triton. 0.52% of 330,000 active. P00811. Potency, µM (series often up to 57.1 µM), for inactives: at the highest dose activity change, negative = inhibition, hits mostly inhibitors;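 note: potency is the fitted concentration of half-maximal effect; plate controls were no compound for no effect and no enzyme for full effect; nearly all actives have a fitted effect of over 20% in size; some results filed as inactive show a strong effect at the top dose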
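20 mM phosphate pH 7.0 + 0.01% (detergent screen) or 0.0001% Triton X-100; 5.3 nM AmpC reagent; cpd preinc 15 min RT; nitrocefin (800 uM stock) to start; A480 q20 s × 4 min; Activity was normalised to no-enzyme and no-compound control wells.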
HCMV inh = blocks human cytomegalovirus replication. activity change, negative = inhibition, % at 57.5 µM. HFF cells, HCMV-luciferase reporter, 72 h; hits give low values. 4.5% of 410,000 active. AID 1259415; in the data active = activity change below about -60%; inconclusive = no clear call, values can overlap the other calls; inactive = above about -39%
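Two compound doses tested in HFFs infected with HCMV-luciferase, MOI 1 PFU/cell, 72 h at 37C. Lysate luminescence read with OneGlo; data normalized against buffer-only and 10uM Salinomycin inhibitor controls.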
LmPK inhibitor = LmPK (Leishmania mexicana) enzyme inhibition; 0.37% of 290,000 active; AID 1721; Potency, µM (series often up to 57.5 µM), inactives show top-dose activity change, negative = inhibition, actives largely listed as inhibitors; purified LmPK, Kinase-Glo ATP luminescence, 1 h; note: potency is the fitted concentration of half-maximal effect
Target sequence (Q27686 whole entry, looked up): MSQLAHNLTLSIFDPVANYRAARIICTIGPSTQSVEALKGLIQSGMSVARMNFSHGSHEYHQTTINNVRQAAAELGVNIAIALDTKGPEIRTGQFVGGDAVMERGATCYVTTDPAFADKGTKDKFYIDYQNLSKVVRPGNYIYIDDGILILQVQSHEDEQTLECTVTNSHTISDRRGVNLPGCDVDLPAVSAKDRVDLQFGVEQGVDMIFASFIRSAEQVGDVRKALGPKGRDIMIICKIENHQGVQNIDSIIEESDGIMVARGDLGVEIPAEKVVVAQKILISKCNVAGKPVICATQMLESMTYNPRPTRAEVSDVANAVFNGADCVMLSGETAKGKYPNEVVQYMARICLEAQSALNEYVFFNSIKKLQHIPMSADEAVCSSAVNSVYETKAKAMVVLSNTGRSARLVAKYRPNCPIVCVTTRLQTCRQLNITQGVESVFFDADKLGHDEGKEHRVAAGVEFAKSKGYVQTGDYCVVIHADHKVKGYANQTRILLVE
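Kinase-Glo luminescence read after 1 h RT reaction of 0.1 nM LmPK with 0.5 mM PEP and 0.1 mM ADP. Activity scaled between uninhibited and enzyme-free controls.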
TbPYK inhibitor = blocks Trypanosoma brucei pyruvate kinase. Potency, µM (series often up to 76.8 µM), for inactives: at the highest dose activity, negative = inhibition, most hits filed as inhibitors. 0.12% of 410,000 active. TbPYK enzyme, Kinase-Glo Plus ATP luminescence, 45 min. Q57TT1; note: potency is the fitted concentration of half-maximal effect; nearly all actives have a fitted effect of over 50% in size
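TbPYK + substrate in 50 mM TEA pH 7.2, 100 mM KCl, 10 mM MgCl2, 0.05% BSA, 0.01% Tween-20; cpd pinned; ADP 130 uM final; 45 min RT; Kinase-Glo Plus 10 min; luminescence endpoint.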
Sm TGR block = inhibitors of Schistosoma mansoni thioredoxin glutathione reductase; AID 485364; Potency, µM (highest dose often 114 µM), without a hit: at the highest dose activity change, negative = inhibition, actives largely listed as inhibitors; purified TGR, DTNB reduction, TNB absorbance 405 nm; 3% of 360,000 active; Q962Y6; note: potency is the fitted concentration of half-maximal effect; nearly all actives have a fitted effect of over 60% in size
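First, TGR (20 nM dispensed) and NADPH were mixed with compound. Second, a 15 min room-temperature incubation followed. Third, further NADPH and then DTNB were added to start the reaction. Finally, TNB absorbance was monitored kinetically.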
Active calls of the source: *; ? = inconclusive; / = no result given; [ ] = remark or other dose. Unless noted, calls come from the whole dose curve; as a rule, active = well fitted curve in the direction sought with a large enough effect; inconclusive = small, poorly fitted or top-dose-only effect, or another doubt; inactive = no such curve, though single readings can be large; an effect the other way counts as inactive or inconclusive. Unless noted, % is set by controls: 0 for no effect and ±100 for the full control effect.

SMILES	AMA1-RON2 inh	AmpC detergent	AmpC no deterg	HCMV inh	LmPK inhibitor	TbPYK inhibitor	Sm TGR block
Cn1nc(C(F)(F)F)c(-c2cccc(C(F)(F)F)c2)c1NC(=O)Nc1ccc(F)cc1	-3%	7%	-24%	-8	2%	9%	0%
Nc1nc2n(n1)C(c1ccco1)CC(c1ccc(Cl)cc1Cl)N2 (stereo not drawn)	0%	-13%	32%	-17	8%	14%	3%
CC(C)C[C@@H](CN1CCC[C@H]1CN1C(=O)C(=O)NC[C@@H]1Cc1ccccc1)N1C[C@H](Cc2ccccc2)N(CC2CCCCC2)C(=O)C1=O	4%	/	/	-23	/	1%	/
COc1ccc(Cl)cc1-c1cc(C(=O)NCc2ccco2)[nH]n1	-2%	/	/	-14	/	-7%	/
CN(CC(=O)Nc1ccccc1C(=O)NC1CC1)Cc1ccc(Cl)cc1	22%	-15%	-12%	-26	/	-5%	-1%
CNS(=O)(=O)c1cn(CC(=O)NCc2ccc(OC)cc2)cc1S(=O)(=O)NC	-5%	-2%	-18%	15	-3%	-3%	-16%
COc1ccc(CCn2c(=N)c(S(=O)(=O)c3ccc(Cl)cc3)cc3c(=O)n4ccccc4nc32)cc1	21%	-11%	-8%	?	6%	3%	0%
Cc1ccc(NC(=O)c2ccc(Br)cc2)c(C(=O)c2ccccc2)c1	/	5%	/	?	/	3%	-1%
Cc1cccc(OCC(=O)Nc2c(C(=O)Nc3ccc(F)cc3)oc3ccccc23)c1	/	1%	/	31	/	0%	-1%
Cc1cccc(-c2cc3nc(C)cc(C)n3n2)c1	-13%	8%	13%	172	-27%	0%	9%
Cc1nc(=O)c(-c2ccccc2)c(C)n1-c1ccccc1O	-3%	5%	-19%	-17	1%	1%	1%
Cc1ccc(-n2c(=O)[nH]cc(C(=O)N3CCc4ccccc43)c2=O)cc1	6%	?	-14%	4	0%	-4%	-17%
COc1ccccc1OCCNC1CCCC1	10%	-5%	5%	17	4%	9%	1%
CN1/C(=C\C(=O)CSc2ncn[nH]2)C(C)(C)c2ccccc21	4%	-7%	-16%	-25	-5%	15%	-5%
CCCCCC(O)CCc1n[nH]c(=S)n1-c1ccccc1 (stereo not drawn)	90%[activator]	-15%	-24%	-3	?	4.5µM*	6%
COc1ccc(C(=O)Nc2cc(Cl)ccc2N2CCOCC2)cc1S(=O)(=O)N1CCOCC1	-6%	?	132%[activator]	-9	/	1%	-2%
Cc1ccc(NC(=O)Cn2c(=O)n(Cc3nc(-c4ccccc4)no3)c(=O)c3cc4c(cc32)OCO4)cc1C	/	6%	/	18	/	1%	5%
CCCCCC(=O)Nc1cccc(C2=NOC3(C2)C[C@@H](C(N)=O)N(C(=O)C2(C)CC2)C3)c1 (stereo partly drawn)	12%	3%	44%	-6	-2%	5%	-1%
CSc1ccc(NC(=O)Nc2ccccc2C(N)=O)cc1	0%	-2%	-18%	-31	-24%	-12%	4%
CC(C)(C)C1CCc2c(sc(NC(=O)c3cccs3)c2C(=O)N2CCCCC2)C1 (stereo not drawn)	0%	?	-1%	-34	7%	0%	13%
N=C1S/C(=C\c2cccc3ccccc23)C(=O)N1c1ccc(F)cc1	-23%	?	-19%	-71*	-1%	7%	-1%
N#C/C(=C\c1ccc(OC(=O)c2cccs2)cc1)c1nc2ccccc2[nH]1	13%	9%	-32%	46	2%	-1%	2%
CCCCCCc1nc2ccccc2c(=O)n1N	-6%	-10%	-18%	-21	0%	-8%	6%
CC(C)Cn1c(SCC(=O)Nc2ccc(Cl)cc2F)nc(O)cc1=O	10%	/	-23%	?	/	-8%	/
C=C(C)c1cccc(C(C)(C)NC(=O)Nc2ccc3[nH]c(=O)[nH]c3c2)c1	10%	-2%	?	?	9%	-1%	8%
Cc1ccc(-c2nnc(-c3ccccc3)c(-c3ccccc3)n2)cc1	-15%	-11%	-27%	?	0%	0%	-9%
COc1cc(SC)ccc1C(=O)N1CCN(Cc2ccc3c(c2)OCO3)CC1	9%	-9%	76%[activator]	?	3%	-3%	-11%
CCN1C[C@]2(COC)CC[C@H](O)[C@]34C1[C@](O)([C@@H](OC)[C@H]23)[C@@]1(O)C[C@H](OC)[C@H]2C[C@@H]4[C@@H]1[C@H]2OC	6%	6%	2%	52	/	0%	2%
COC(=O)c1cccc(NC(=S)NCc2ccc(Cl)cc2)c1	16%	6%	-33%	-33	6%	1%	-19%
COC(=O)[C@@]12CCCN1[C@H](c1ccc(-c3cccc(Cl)c3)cc1)[C@H]1C(=O)N(C)C(=O)[C@H]12	-15%	?	274%[activator]	-28	/	7%	-34%
COc1ccccc1C=NC(CO)C(O)c1ccc([N+](=O)[O-])cc1 (stereo not drawn)	-1%	-17%	-26%	5	-3%	-8%	7%
COc1ccc(N(CCC(=O)O)S(=O)(=O)c2ccc(C)c(C)c2)cc1	7%	1%	-2%	?	4%	-2%	-12%
CCCS(=O)(=O)N1CCN(S(=O)(=O)c2ccc(F)cc2)CC1	46%[activator]	-1%	-1%	18	5%	0%	-6%
c1ccc(CSc2nnc(-c3cccnc3)o2)cc1	-10%	-14%	9%	-40	11%	0%	-21%
Cc1ccc(-n2c(SCC(=O)c3c(N)n(C)c(=O)n(C)c3=O)nc3sc4c(c3c2=O)CCCC4)c(C)c1	-6%	-8%	-11%	-68*	3%	-3%	3%
COc1ccc(CSc2nc3ccncc3n2CC(=O)Nc2cc(C)cc(C)c2)cc1	/	5%	/	41	/	3%	-14%
C=CS(=O)c1sc(Cl)c(N2CCOCC2)c1[N+](=O)[O-] (stereo not drawn)	-11%	3%	-20%	-29	3%	?	0.2µM*
CCc1ccc(NC(=O)COC(=O)CN2C(=O)COc3ccccc32)cc1	0%	0%	3%	9	3%	6%	5%
CC(C)N(C(=O)[C@H]1C[C@H](CC(=O)NCC23CC4CC(CC(C4)C2)C3)C(=O)N2CCc3c([nH]c4cc(-c5ccco5)ccc34)[C@]12C)C(C)C	-5%	/	1%	-21	/	-2%	/
O=C(CSc1nnc(CNC(=O)c2ccc(F)cc2)o1)NCc1ccc(F)cc1	-17%	-9%	-15%	8	-3%	-8%	2%
CC(=O)c1cccc(NC(=O)c2c(-c3c(F)cccc3Cl)noc2C)c1	-2%	6%	-21%	-20	/	7%	2%
COc1ccc2sc(-c3ccc(S(C)(=O)=O)cc3)c(-c3ccc(SC)cc3)c2c1	-7%	/	-17%	-34	/	1%	/
CCOC(=O)CSc1ccc(C(=O)Nc2ccc(Cl)cc2)cn1	15%	1%	-36%	10	1%	3%	12%
COc1ccc(-n2nnc3c(SCC(=O)NCC4CCCO4)ncnc32)cc1 (stereo not drawn)	0%	2%	12%	-2	2%	-1%	12%
COc1ccc(C(=O)Nc2ccc(N3CCN(c4ccccc4)CC3)c(C(=O)O)c2)cc1	/	9%	/	42	/	1%	-1%
Nc1nnc(SCC(=O)NCC(=O)Nc2ccc(F)c(F)c2F)s1	1%	2%	-14%	-26	/	0%	-1%
Cc1ccc(C(=O)Nc2ccc(Oc3cccc(C(F)(F)F)c3)nc2)cc1	-1%	1%	-16%	?	2%	1%	7%
CCC1(C)N=C(N)Nc2nc3cc(C)c(C)cc3n21 (stereo not drawn)	0%	-5%	-30%	-12	4%	1%	6%
COC(=O)c1cc(S(=O)(=O)N2CCN(c3ccc(OC)cc3)CC2)c[nH]1	/	-3%	/	-21	/	0%	9%
NP(=O)(Oc1ccccc1)c1ccccc1 (stereo not drawn)	11%	/	/	5	/	-6%	/

(list continues)
SMILES	AMA1-RON2 inh	AmpC detergent	AmpC no deterg	HCMV inh	LmPK inhibitor	TbPYK inhibitor	Sm TGR block
O=C(OCc1cc(=O)n2nc(-c3cccs3)sc2n1)c1cccc(F)c1	/	19%	/	13	/	6%	6%
O=C(CCC(=O)NNC(=O)Cc1ccccc1)NCc1ccccc1	64%[activator]	5%	-8%	11	1%	1%	8%
CC1=Nn2c(nnc2-c2ccccc2F)SC1	-6%	?	-9%	-33	0%	9%	3%
Cn1c(SCC(=O)N2c3ccccc3CCc3ccccc32)nnc1-c1ccc(O)cc1	-11%	-3%	-6%	-27	1%	1%	9%
COc1cc(-c2c(C(C)=O)c(C)nc3c2C(=O)c2ccccc2-3)cc(OC)c1OC	0%	-5%	-8%	68	0%	6%	0%
Cc1ccc(CSc2nc3ccc(NC(=O)C(C)C)cc3s2)cc1	/	5%	/	-13	/	1%	1%

Gathered by group: the compounds so far containing an NH in an aromatic ring
SMILES	AMA1-RON2 inh	AmpC detergent	AmpC no deterg	HCMV inh	LmPK inhibitor	TbPYK inhibitor	Sm TGR block
COc1ccc(Cl)cc1-c1cc(C(=O)NCc2ccco2)[nH]n1	-2%	/	/	-14	/	-7%	/
Cc1ccc(-n2c(=O)[nH]cc(C(=O)N3CCc4ccccc43)c2=O)cc1	6%	?	-14%	4	0%	-4%	-17%
CN1/C(=C\C(=O)CSc2ncn[nH]2)C(C)(C)c2ccccc21	4%	-7%	-16%	-25	-5%	15%	-5%
CCCCCC(O)CCc1n[nH]c(=S)n1-c1ccccc1 (stereo not drawn)	90%[activator]	-15%	-24%	-3	?	4.5µM*	6%
N#C/C(=C\c1ccc(OC(=O)c2cccs2)cc1)c1nc2ccccc2[nH]1	13%	9%	-32%	46	2%	-1%	2%
C=C(C)c1cccc(C(C)(C)NC(=O)Nc2ccc3[nH]c(=O)[nH]c3c2)c1	10%	-2%	?	?	9%	-1%	8%
CC(C)N(C(=O)[C@H]1C[C@H](CC(=O)NCC23CC4CC(CC(C4)C2)C3)C(=O)N2CCc3c([nH]c4cc(-c5ccco5)ccc34)[C@]12C)C(C)C	-5%	/	1%	-21	/	-2%	/
COC(=O)c1cc(S(=O)(=O)N2CCN(c3ccc(OC)cc3)CC2)c[nH]1	/	-3%	/	-21	/	0%	9%
